# NPR2 activator: GC-B (human) receptor activation; P20594; HEK293-GC-B cells, CNP EC30, cGMP TR-FRET; 0% at EC30 CNP, 100% saturating CNP; activation, % at 10 µM; 370,000 tested, 0.11% active;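 active = activation at 10 µM reaching about 35% in either raw or pattern-adjusted values, limit read from the data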
# Target sequence (P20594 whole entry, looked up): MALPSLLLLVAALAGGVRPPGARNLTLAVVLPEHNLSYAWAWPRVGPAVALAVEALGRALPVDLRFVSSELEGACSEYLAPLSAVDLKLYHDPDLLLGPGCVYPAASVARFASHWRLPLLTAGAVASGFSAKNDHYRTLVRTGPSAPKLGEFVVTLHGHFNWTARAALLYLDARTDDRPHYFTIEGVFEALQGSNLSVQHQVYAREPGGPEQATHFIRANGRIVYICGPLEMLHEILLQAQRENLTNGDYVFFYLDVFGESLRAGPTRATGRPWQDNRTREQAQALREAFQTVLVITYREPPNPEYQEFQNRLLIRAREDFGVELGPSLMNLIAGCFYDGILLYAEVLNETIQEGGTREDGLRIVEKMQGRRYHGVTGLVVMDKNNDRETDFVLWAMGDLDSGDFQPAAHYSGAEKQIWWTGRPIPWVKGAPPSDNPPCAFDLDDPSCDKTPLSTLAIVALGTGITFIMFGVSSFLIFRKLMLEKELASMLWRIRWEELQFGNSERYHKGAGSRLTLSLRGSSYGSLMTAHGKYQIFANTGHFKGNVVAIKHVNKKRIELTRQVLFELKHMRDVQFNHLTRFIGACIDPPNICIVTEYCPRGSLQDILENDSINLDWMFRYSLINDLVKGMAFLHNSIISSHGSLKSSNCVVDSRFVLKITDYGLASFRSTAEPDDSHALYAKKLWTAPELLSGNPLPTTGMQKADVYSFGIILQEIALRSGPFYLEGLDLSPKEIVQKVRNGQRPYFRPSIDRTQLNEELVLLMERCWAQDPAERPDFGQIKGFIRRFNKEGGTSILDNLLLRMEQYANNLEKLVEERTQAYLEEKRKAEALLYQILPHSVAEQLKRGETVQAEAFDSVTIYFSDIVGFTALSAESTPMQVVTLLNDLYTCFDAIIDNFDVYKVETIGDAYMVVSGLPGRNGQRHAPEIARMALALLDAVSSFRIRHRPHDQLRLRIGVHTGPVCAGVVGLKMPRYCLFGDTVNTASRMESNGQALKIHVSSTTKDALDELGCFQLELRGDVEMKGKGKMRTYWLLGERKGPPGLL
# mABHD4 FP: inhibits mouse alpha/beta hydrolase domain 4 | AID 720543 | Q8VD66 | 370,000 tested, 0.54% active | purified mABHD4, FP-Rh probe fluorescence polarization | inhibition, % at 8.92 µM;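 active = inhibition exceeding the mean over every tested compound plus 3 SD, cut at about 30% in these data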;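 also: 0% = plate median of compound wells and 100% = S159A mutant with DMSO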
#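 Test system: mABHD4 protein | Buffer or medium: HEPES pH 7.0 buffer, 150 mM NaCl, 0.01% Pluronic F-127 | Probe or stimulus: FP-Rh fluorescent activity-based probe, added after compound pre-incubation | Timing: Pre-incubation 45 min, probe exposure 60 min, at 25 °C | Technique: Fluorescence polarization, excitation 525 nm, emission 598 nm, BODIPY TMR filters | Repeats: Single well per compound (singlicate)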
# SIAE inh: human SIAE inhibition, primary screen | Q9HAT2 | SIAE FP-Rh probe binding, fluorescence polarization | inhibition, % at 9.66 µM | 370,000 tested, 0.69% active | AID 1053197;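 active = inhibition above a cutoff: mean of compounds within the control limits plus 3 SD of those, cut at about 17% in these data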;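 also: 0% = plate median of compound wells and 100% = probe without SIAE protein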
# MBD2 DNA inh: inhibitors of human MBD2 binding to methylated oligonucleotide; TR-FRET; inhibition, % at 4.4 µM; 370,000 tested, 0.31% active; Q9UBB5; in the data active = inhibition above about 13%
# HTRA1 inhibitor: HTRA1 (human) protease inhibition. inhibition, % at 5.96 µM. recombinant HTRA1, FP-rhodamine activity-based probe, fluorescence polarization. 340,000 tested, 0.5% active. AID 504803; in the data active = inhibition above about 36%;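 also: 0% = enzyme with DMSO and 100% = wells lacking enzyme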
# rCAG binder: r(CAG) repeat RNA binding | TO-PRO-1 dye displacement fluorescence | inhibition, % at 3 µM | 370,000 tested, 1.3% active;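 active = inhibition above the plate cutoff, the mean of all test compounds on that plate plus 3 SD, cut at about 35% in these data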;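 also: 0% = DMSO alone and 100% = 100 µM mitoxantrone as full dye displacement; higher means more dye released from RNA so lower well fluorescence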
# GC-A act: GC-A (human) enzyme activation; activation, % at 10 µM; 370,000 tested, 0.14% active; HEK293 GC-A cells, cGMP TR-FRET, EC30 ANP; 0% at EC30 ANP, 100% saturating ANP; P16066; in the data active = activation above about 40%
# UHRF1 MBD2 ctr: UHRF1 methyl-DNA binding inhibition; 370,000 tested, 0.75% active; AID 687016; Q96T88; inhibition, % at 4.4 µM; UHRF1 binding to methylated oligo, TR-FRET; in the data active = inhibition above about 21%;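 also: UHRF1 SRA domain binding a hemimethylated CpG hairpin DNA probe; 0% = median of test compound wells and 100% = reference inhibitor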
# PRMT1 FP inh: PRMT1 (human) inhibition, primary screen | inhibition, % at 2.79 µM | recombinant PRMT1, activity-based probe fluorescence polarization | 370,000 tested, 1.3% active | AID 652257 | Q99873;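 active = inhibition above about 21% made by adding two undisclosed values, limit read from the data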
# TCR-CD3 inh: blocks the human TCR-CD3 interaction; 360,000 tested, 0.37% active; inhibition, % at 9.4 µM; TAMRA-labeled TCR probe fluorescence, biochemical; AID 651800; in the data active = inhibition above about 19%;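 also: recombinant mutant TCR 2C K166C tagged with TAMRA read by polarization; 0% = receptor in buffer alone and 100% = receptor with positive control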
# The depositor's hits bear a star; nt = no result given.
SMILES,NPR2 activator,mABHD4 FP,SIAE inh,MBD2 DNA inh,HTRA1 inhibitor,rCAG binder,GC-A act,UHRF1 MBD2 ctr,PRMT1 FP inh,TCR-CD3 inh
O=C(Nc1ccc2c(c1)OCCO2)C(c1cc2ccccc2o1)N1CCN(C/C=C/c2ccccc2)CC1 (stereo not given),4.5,0.3,-3.2,-5.1,nt,5.5,3.2,-1.1,-0.3,2.5
C[C@H]1CN([C@@H](C)CO)C(=O)CCCn2nncc2CO[C@H]1CN(C)S(=O)(=O)c1cccs1,-1.6,1.5,11.4,-0.5,1.1,1.5,1.5,6.0,8.6,0.3
O=C(O)c1cc(NCc2cccs2)ccc1N1CCOCC1,0.4,4.9,5.1,0.2,-2.8,-0.6,-1.5,-1.7,-1.4,0.5
COc1ccc(N2CCN(C(=O)COC(=O)c3ccc(CSC)o3)CC2)cc1,-1.8,-3.5,6.8,-6.3,5.6,2.1,-1.1,-2.8,4.5,-7.8
CC1(Oc2ccc(Cl)cc2)CCN(Cc2ccc(-c3ccccn3)cc2)C1 (stereo not given),-1.7,-0.2,11.6,-4.1,nt,0.4,-0.5,0.2,3.8,-4.3
NS(=O)(=O)c1ccc(NC(=O)c2cccc3ccccc23)cc1,0.5,3.4,-8.9,4.4,-0.6,2.7,-2.4,-1.5,4.2,-0.7
CC(O/N=C/c1ccc(OC(F)F)cc1)C(=O)Nc1cccc(S(=O)(=O)N2CCOCC2)c1 (stereo not given),0.0,-12.2,-10.7,1.5,-20.1,2.9,-1.9,0.6,-2.6,4.5
CCN(CC(=O)NCC(=O)Nc1cccc(C)c1C)Cc1ccccc1,-6.6,-9.0,-4.9,2.1,-0.2,-8.4,3.9,0.9,5.1,1.6
CN(C)C(=O)CSc1nnc(CCN)o1,-0.5,3.4,-4.4,-4.8,6.0,3.5,2.0,3.6,-1.1,-11.4
CC(=O)N1c2ccc(S(=O)(=O)N3CCCC(C(=O)Nc4ccc(C)cc4)C3)cc2CC1C (stereo not given),-6.9,0.4,12.3,4.7,nt,4.0,-1.5,1.1,2.0,-3.6

# Reprinted from the part before: 2 compounds; new compounds follow.
SMILES,NPR2 activator,mABHD4 FP,SIAE inh,MBD2 DNA inh,HTRA1 inhibitor,rCAG binder,GC-A act,UHRF1 MBD2 ctr,PRMT1 FP inh,TCR-CD3 inh
CN(C)C(=O)CSc1nnc(CCN)o1,-0.5,3.4,-4.4,-4.8,6.0,3.5,2.0,3.6,-1.1,-11.4
CC(=O)N1c2ccc(S(=O)(=O)N3CCCC(C(=O)Nc4ccc(C)cc4)C3)cc2CC1C (stereo not given),-6.9,0.4,12.3,4.7,nt,4.0,-1.5,1.1,2.0,-3.6
CC(C)CN(C(=O)COC(=O)c1ccc([N+](=O)[O-])s1)c1c(N)n(Cc2ccccc2)c(=O)[nH]c1=O,4.0,-0.6,11.7,6.9,17.6,5.6,2.6,0.0,0.2,-6.8
COc1ccc(CN2CCC(C(=O)Nc3ccc(Oc4cccnc4)cc3)CC2)c(C)c1C,-5.0,-3.3,10.7,-6.0,3.9,-5.5,0.1,-0.4,-1.9,3.0
O=C(NCCCN1CCCC1)c1ccc(CSCc2cccc(Cl)c2)o1,-7.0,-10.0,-8.9,2.7,-8.8,-3.4,2.1,-2.5,-1.9,0.1
O=C(COC(=O)/C=C/c1ccc(Cl)cc1)NC(=O)NCc1ccccc1,-5.3,-10.0,-25.2,2.0,0.9,1.7,-2.3,2.2,-2.7,-13.1
CC(=O)Cn1ncc(N2CCOCC2)c(Br)c1=O,1.4,0.1,-1.8,3.0,-3.1,0.5,4.1,-1.3,4.9,2.5
CCCCOc1ccc(C(=O)NN2C(=O)NC3(CCCCC3)C2=O)cc1OC,0.1,0.8,-0.3,4.3,3.6,-6.1,4.5,-0.8,1.9,4.2
Cc1ccc(CN(c2ccc(C(=O)NCc3cccnc3)cc2)S(C)(=O)=O)cc1,-0.5,-0.7,-2.9,4.2,4.3,-0.9,1.1,-2.5,2.6,2.5
Cc1ccccc1NC(=O)CSc1nc(N2CCCCC2)nc(N2CCCCC2)n1,2.1,4.8,-6.8,-2.9,1.0,0.8,1.9,-3.2,-3.0,4.5
COc1ccc([N+](=O)[O-])cc1NC(=O)C(C)OC(=O)CN1C(=O)C2CC=CCC2C1=O (stereo not given),-0.7,-3.2,-2.0,-6.2,2.8,4.3,4.2,-2.3,2.8,4.2
Cc1cccc(C)c1NC(=O)c1csc(COCCO)n1,1.6,-1.9,-7.9,1.4,nt,-0.4,1.8,2.7,4.2,-9.6
COc1ccc(-c2c(C(=O)c3ccccc3)[nH]c(N)c2C(=O)c2ccc(Br)cc2)cc1OC,-3.1,-4.3,3.2,2.6,nt,7.7,-7.0,0.5,5.0,-8.1
COc1cc(CC(=O)OCC(=O)Nc2ccc([N+](=O)[O-])cc2)cc(OC)c1OC,-2.0,-4.6,-2.8,-0.3,1.0,-3.8,2.6,0.8,-2.1,2.8
CC(=O)Nc1cc(NC(C)=O)cc(C(=O)NCC2(N3CCOCC3)CCCCC2)c1,1.2,3.4,21.4*,1.1,0.9,-5.5,-0.2,0.7,-1.4,2.9
COCCOc1ccc(C(F)(F)F)cc1NC(=O)c1ccc(C)cc1,-8.1,-4.8,11.6,-7.3,-6.1,1.8,3.4,-4.5,-0.8,-0.1
CS(=O)(=O)N(CC(=O)NCc1ccncc1)Cc1ccc(Cl)cc1,6.6,-0.6,-1.8,-0.6,2.5,1.6,0.2,2.4,-2.7,-3.3
O=C(CN1C(=O)NC2(CCCC2)C1=O)Nc1cc(S(=O)(=O)N2CCOCC2)ccc1OCC(F)(F)F,0.3,-2.3,1.3,-5.2,-6.0,-2.1,2.1,-2.8,-2.5,7.5
CC(C)c1nc(C(N)=O)c2[nH]c(=O)n(-c3ccc(F)cc3)c2n1,-2.4,-1.3,-5.5,-3.9,-6.5,6.9,-2.3,-1.4,-2.1,6.6
O=C(C/C=N\O)Nc1ccc(Oc2ccccc2)cc1,-2.9,-8.6,4.8,1.2,-10.7,10.5,5.3,0.3,1.1,-2.9
CCCc1cc(=O)[nH]c(SCC(=O)N(CC)Cc2ccccc2)n1,0.9,8.1,3.9,-0.1,-2.7,-0.1,-6.2,0.3,3.9,0.0
O=C(Nc1ccc(OC(F)(F)F)cc1)c1ccc2nc[nH]c2c1,1.9,3.0,-5.5,-5.2,-3.5,-1.6,-4.4,-2.2,-0.7,-2.4
COc1ccc(NC(=O)c2sc(Cl)nc2-c2ccccc2)cc1,-10.9,2.4,-1.1,0.2,-4.6,-1.5,1.1,4.4,0.8,-8.5
CC(C)(C#N)Cc1cc(CC(C)(C)C#N)cc(C(C)(C)C)c1,5.9,2.3,-4.5,-0.2,-3.7,-7.7,-3.2,0.6,0.8,-3.1
CCCCC(=O)c1ccc(OC(=O)c2ccc([N+](=O)[O-])cc2)cc1,-0.1,2.2,9.1,1.0,1.9,2.5,4.2,3.3,4.9,2.0
CCOC(=O)c1sc(NC(=O)c2ccccc2OCC)nc1C,-3.2,-14.8,-4.0,3.1,2.4,-0.9,2.6,-0.2,-2.2,-0.6
O=[N+]([O-])c1ccccc1N/N=C1\CC2CC=CC12 (stereo not given),-4.2,8.2,0.8,-3.5,1.7,-1.6,-6.0,-1.6,-0.1,1.6
CCOC(=O)N1CCN(CC(=O)Nc2nccs2)CC1,5.0,12.1,-1.2,-6.2,0.8,2.5,-1.6,-0.9,-0.6,3.4
COC(=O)c1cc(S(=O)(=O)N2CCCCC2)ccc1N1CCOCC1,0.5,-1.0,0.5,-1.7,-2.4,-5.3,-0.1,1.4,5.5,-10.8
CCc1nnc(NC(=O)CCS(=O)(=O)c2ccccc2)s1,-1.3,0.0,1.8,0.1,-1.1,0.7,5.7,-1.3,-3.7,1.3
COc1ccc(CC(=O)NCc2nnc(SCc3ccc([N+](=O)[O-])cc3)n2C)cc1,-2.4,-9.1,1.1,-5.0,-4.1,0.9,2.2,3.6,-5.8,-3.2
O=C(CSc1n[nH]c(=O)n1C1CC1)Nc1ccc(F)c([N+](=O)[O-])c1,-1.3,-3.9,-9.2,-0.7,-4.3,0.8,0.0,-1.9,-4.2,6.5
COC(=O)Cc1ccc(N(Cc2ccccc2F)S(=O)(=O)c2ccc(C)cc2)cc1,3.7,-1.4,-3.7,2.4,-30.5,0.2,3.2,-1.9,-1.7,-0.7
CC(C)N1C(=O)CCC1C(=O)N1CCCc2ccccc21 (stereo not given),-1.8,-5.8,-2.4,10.7,-2.1,0.5,-3.1,18.7,5.3,-2.9
N#Cc1c(NC(=O)CCCC(=O)O)sc2c1CCCCC2,0.3,6.9,-8.8,8.4,2.9,2.4,-2.5,-0.5,10.6,1.9
CC[C@@H](C)[C@H](NC(=O)Cc1c(C)c2cc3c(C)c(C)oc3c(C)c2oc1=O)C(=O)O,1.1,-3.3,5.8,-8.8,-5.5,37.1*,4.6,-3.3,-1.3,9.2
Cc1cccc(S(=O)(=O)N2CN(Cc3ccco3)c3nc4ccccc4nc32)c1,-17.5,9.1,1.0,-5.8,10.7,12.8,-3.9,-1.8,16.9,10.3
CCOC(=O)N1CCC(Nc2c(-c3ccc(C)c(C)c3)c(=O)c2=O)CC1,-5.9,-3.6,1.9,-1.7,-5.5,-5.6,2.0,-2.2,1.1,1.9
COc1ccc(NC(=O)N2CCCCC2c2cccnc2)cc1 (stereo not given),5.1,3.6,-1.2,0.9,6.2,-2.1,4.0,-1.8,3.1,-5.6
CCCCOc1ccc(CN2CCCCC2)cc1,0.6,6.9,4.2,-4.6,-1.6,1.2,-1.3,1.0,0.2,2.9
O=C1N=C(N2CCN(c3ccccc3)CC2)S/C1=C/c1ccco1,-4.7,6.2,0.7,-0.8,21.2,1.7,-6.4,5.9,2.8,0.7
CNC(=S)N/N=C/c1cn(Cc2c(F)cccc2Cl)c2ccccc12,31.0,16.8,15.4,0.7,5.3,5.3,29.1,-4.4,0.0,3.3
COc1ccccc1N/C=C1/Sc2cc(Cl)ccc2NC1=O,-0.8,-0.5,5.1,2.0,nt,4.8,0.0,3.4,0.2,-3.9
Cc1ccc(S(=O)(=O)Nc2nc3ccccc3nc2N2CCN(c3ccccc3F)CC2)cc1,2.9,-4.9,3.3,-3.8,-7.3,53.7*,0.1,-1.6,3.3,-1.7
COC(=O)[C@H](Cc1c[nH]c2ccccc12)NC(=O)NCc1ccccc1,9.0,-0.5,1.4,-5.3,11.2,-4.3,-1.9,-3.1,-1.9,2.0
CCCc1cc(=O)[nH]c2nnc(SCC(=O)Nc3nnc(CC)s3)n12,-0.6,0.5,5.0,-1.0,3.0,2.1,4.4,0.0,-1.1,0.2
Cc1ccccc1-c1nc2cc(N)ccc2o1,-10.2,6.9,2.8,-7.6,1.8,-0.6,15.3,-4.6,0.3,6.9
COc1cc(C(=O)Oc2cc(C)cc(C)c2)cc(OC)c1OC,-0.2,3.5,1.4,-0.6,-5.2,-2.7,0.8,-2.1,-2.5,-3.2
CCOc1ccc(OCC)c(NC(=O)c2ccc(CNc3c(N4CCCC4)c(=O)c3=O)cc2)c1,-6.8,2.0,1.9,2.6,5.2,-0.9,-7.7,0.9,2.9,1.8
Cc1ccc(S(=O)(=O)/C(C#N)=C/c2c(N3CCN(C)CC3)nc3ccccn3c2=O)cc1,-1.1,-4.3,-2.6,0.9,-3.9,-5.8,1.3,-2.1,-0.6,2.0

# Only part of the results is shown, so the mix of outcomes need not match the whole.
